FBW7 activator – human FBW7 E3 ligase activation, primary screen. Q969H0. AlphaScreen FBW7–phospho-cyclin E peptide binding, activator screen. normalized activity (activation), % at 26.1 µM. 650,000 compounds, 0.13% hits. AID 1259310; in the data active = normalized activity above about 1.9%;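 also: purified mutant Fbw7 with reduced substrate affinity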
MITF inh – inhibitors of human MITF. inhibition, % at 2.6 µM. 650,000 compounds, 0.91% hits. AID 1259374. AlphaScreen MITF homodimerization, bead proximity signal; in the data active = inhibition above about 50%;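 also: 0% = vehicle wells with protein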
Target sequence (O75030 whole entry, looked up): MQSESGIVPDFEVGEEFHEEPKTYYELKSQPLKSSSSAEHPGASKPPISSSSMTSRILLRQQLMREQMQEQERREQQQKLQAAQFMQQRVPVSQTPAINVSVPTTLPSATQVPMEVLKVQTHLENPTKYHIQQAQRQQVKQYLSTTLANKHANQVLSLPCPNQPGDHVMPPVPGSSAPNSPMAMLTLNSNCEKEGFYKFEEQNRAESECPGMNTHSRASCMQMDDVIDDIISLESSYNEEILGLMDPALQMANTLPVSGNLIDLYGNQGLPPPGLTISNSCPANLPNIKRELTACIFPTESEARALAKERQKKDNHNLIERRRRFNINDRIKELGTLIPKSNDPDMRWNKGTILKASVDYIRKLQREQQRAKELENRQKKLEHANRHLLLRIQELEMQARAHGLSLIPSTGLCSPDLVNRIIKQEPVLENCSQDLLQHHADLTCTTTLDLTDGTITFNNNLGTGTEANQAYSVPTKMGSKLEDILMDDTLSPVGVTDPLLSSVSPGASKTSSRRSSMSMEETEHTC
GPR151 ag – activates the human receptor GPR151 | Q8TDV0 | PathHunter beta-arrestin GPR151 cells, luminescence | activation, % at 11.2 µM | 650,000 compounds, 1% hits | AID 1508602; in the data active = activation above about 4.9%;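 also: 0% = median of compound wells and 100% = cells with positive control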
Target sequence (Q8TDV0 whole entry, looked up): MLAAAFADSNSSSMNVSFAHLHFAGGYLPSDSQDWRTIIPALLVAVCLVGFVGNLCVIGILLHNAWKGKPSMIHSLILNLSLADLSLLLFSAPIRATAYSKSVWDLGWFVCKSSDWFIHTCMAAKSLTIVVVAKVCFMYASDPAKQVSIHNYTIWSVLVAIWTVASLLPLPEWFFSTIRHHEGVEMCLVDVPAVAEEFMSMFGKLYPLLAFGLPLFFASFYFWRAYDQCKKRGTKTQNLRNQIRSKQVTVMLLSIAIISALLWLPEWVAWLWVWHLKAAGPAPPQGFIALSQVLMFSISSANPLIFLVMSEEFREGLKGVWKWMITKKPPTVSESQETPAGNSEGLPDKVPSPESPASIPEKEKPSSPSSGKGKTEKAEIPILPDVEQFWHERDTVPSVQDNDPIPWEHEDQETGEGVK
TEAD-YAP block – TEAD-YAP interaction inhibition | inhibition, % at 9.12 µM | 640,000 compounds, 1.4% hits | AID 1259422 | HEK-TIYL cells, TEAD-Gal4/YAP UAS-luciferase luminescence; in the data active = inhibition above about 32%;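 also: 0% = median of test compound wells and 100% = reference inhibitor wells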
An asterisk follows results filed as active. Rows are unselected, and some 3.5% of all compounds hit somewhere here.

Sample of the layout:
item | structure | FBW7 activator | MITF inh
1 | O=C(CN1C(=O)COc2ccccc21)NC1CCCCCC1 | -0.1 | 12
2 | CCOC(CNC(=O)c1ccc2nc(-c3ccc(OC)c(OC)c3)c(-c3ccc(OC)c(OC)c3)nc2c1)OCC | 0.5 | 0
3 | O=C(Nc1ccc2c(c1)CN(Cc1cccn1-c1nccs1)CC2)C1CCCO1 (stereo not given) | 0.1 | 9
4 | Cc1nn2c(SCC(=O)Nc3cccc(C(F)(F)F)c3)nnc2[nH]c1=O | 0.0 | 7
5 | CCOC(=O)c1sc(NC(=O)c2cccc(C)c2OC)c(C#N)c1C | 0.0 | -4

item | GPR151 ag | TEAD-YAP block
1 | 0.0 | 0
2 | -1.4 | 8
3 | 0.2 | -1
4 | 1.4 | -3
5 | 0.6 | 0

The list itself, previewed entries included:
item | structure | FBW7 activator | MITF inh
1 | O=C(CN1C(=O)COc2ccccc21)NC1CCCCCC1 | -0.1 | 12
2 | CCOC(CNC(=O)c1ccc2nc(-c3ccc(OC)c(OC)c3)c(-c3ccc(OC)c(OC)c3)nc2c1)OCC | 0.5 | 0
3 | O=C(Nc1ccc2c(c1)CN(Cc1cccn1-c1nccs1)CC2)C1CCCO1 (stereo not given) | 0.1 | 9
4 | Cc1nn2c(SCC(=O)Nc3cccc(C(F)(F)F)c3)nnc2[nH]c1=O | 0.0 | 7
5 | CCOC(=O)c1sc(NC(=O)c2cccc(C)c2OC)c(C#N)c1C | 0.0 | -4
6 | Cc1cc(C)cc(NC(=O)CSc2nnc(NCc3ccccc3)s2)c1 | -0.1 | -1
7 | COc1cc(OC)c(OC)cc1CN1CCCC(O)C1 (stereo not given) | 0.0 | 36
8 | O=C(c1csc2c1CCCC2)N1CCN(c2ccccc2)CC1 | -0.4 | 11
9 | Cc1ccc2c(Cl)c(C(=O)NC3CCS(=O)(=O)C3)sc2c1 (stereo not given) | -0.4 | 2
10 | Cc1ccc(NS(=O)(=O)c2ccc3[nH]c(=O)ccc3c2)c(C)c1 | -0.2 | -2
11 | COC(=O)CC[C@H]1CN(C/C=C/c2ccc(N(C)C)cc2)CC[C@H]1N1CCN(C)CC1 | -0.1 | -2
12 | CCOC(=O)C1=C(C)N=c2s/c(=C\c3cn(-c4ccccc4)nc3-c3ccc(OC)cc3)c(=O)n2C1c1ccccc1 (stereo not given) | 0.1 | -5
13 | COc1cc(OC)c(C(=O)Nc2ccc(S(=O)(=O)Nc3ncccn3)cc2)cc1OC | 0.1 | -5
14 | CCN(CC(=O)O)S(=O)(=O)c1ccccc1 | -0.6 | 22
15 | CCCCNC(=O)CSc1nc2ccsc2c(=O)n1CCc1ccccc1 | -0.1 | -14

item | GPR151 ag | TEAD-YAP block
1 | 0.0 | 0
2 | -1.4 | 8
3 | 0.2 | -1
4 | 1.4 | -3
5 | 0.6 | 0
6 | 1.2 | 1
7 | 1.2 | -1
8 | 0.2 | 4
9 | 0.5 | -36
10 | -0.4 | 7
11 | 2.2 | -6
12 | 1.3 | 7
13 | -0.6 | 7
14 | 0.0 | 6
15 | 2.4 | -5

(further entries)
item | structure | FBW7 activator | MITF inh
16 | COCCn1nnnc1C(c1cccs1)N1CCN(c2nc3ccccc3s2)CC1 (stereo not given) | 1.4 | 11
17 | Cc1cccc(C(=O)Nc2sc3c(c2C(=O)N2CCCCC2)CCC(C)C3)c1 (stereo not given) | 0.1 | 7
18 | O=C(Cn1nc(-c2ccc3c(c2)OCCO3)ccc1=O)NC1CCCC1 | 0.0 | 5
19 | Cc1nc(NCCCn2ccnc2)cc(-c2ccncc2)n1 | -0.4 | 27
20 | O=C(/C=C/c1ccco1)Nc1ccccn1 | -1.8 | 1
21 | COCCNC(=O)CCCOc1ccc(Cl)cc1Cl | 0.1 | 9
22 | O=C(NC12CC3CC(CC(C3)C1)C2)c1cc([N+](=O)[O-])ccc1Cl | -0.1 | 11
23 | COC(=O)c1ccccc1NC(=O)Nc1cc(C)cc(C)n1 | 0.2 | 12
24 | COc1cc(S(=O)(=O)N2CCCCC2)ccc1NC=O | 0.1 | -4
25 | CCOC(=O)Nc1ccc2c(CN3CCc4ccccc4C3)cc(=O)oc2c1 | 0.0 | 11
26 | CCC1CCc2c(sc(NC(=O)c3cc(-c4ccc(C(C)C)cc4)nc4ccccc34)c2C#N)C1 (stereo not given) | -0.1 | -4
27 | CCOC(=O)C1(CC2CC2)CCN(C(=O)CCn2c(C)nc3ccccc32)CC1 | 0.5 | 3
28 | COC(=O)c1ccc2c(=O)n(CCCCCC(=O)NCCC(C)C)c(=O)[nH]c2c1 | -0.2 | 5
29 | C/C(=N\Nc1cc(-n2nc(C)cc2C)ncn1)c1ccc(I)cc1 | 0.0 | 3
30 | Cn1c(SCC(=O)N2CCc3ccccc32)nnc1-c1cccnc1 | -0.1 | -2

item | GPR151 ag | TEAD-YAP block
16 | -0.6 | 7
17 | 0.7 | 3
18 | -1.4 | -2
19 | -1.5 | -6
20 | -7.2 | 51*
21 | 0.2 | -14
22 | -0.7 | 20
23 | -1.3 | 10
24 | 0.7 | 3
25 | -1.2 | -3
26 | 0.8 | -7
27 | 0.4 | -31
28 | -0.7 | 15
29 | 1.2 | 4
30 | 1.2 | 22

(further entries)
item | structure | FBW7 activator | MITF inh
31 | O=C(COc1ccccc1O)Nc1ccccc1Br | 0.1 | 12
32 | COc1ccccc1C(=O)Oc1ccc2ccccc2c1 | -0.1 | -2
33 | CCOC(=O)CCN(Cc1ccc(F)cc1)S(=O)(=O)c1cccc(C(F)(F)F)c1 | 0.0 | -1
34 | Cc1ccccc1-c1cnnc(N2CCN(c3cnccn3)CC2)n1 | -0.2 | 5
35 | CC[C@@H]1NC(=O)[C@H]2CN(C(=O)Oc3ccccc3)CCN2C1=O | 1.0 | 16
36 | O=C(Cn1cc(OCc2ccccc2F)c(=O)cc1CO)N1CCc2ccccc21 | 0.1 | -4
37 | CCc1cc2c(=O)c(-c3ccc4c(c3)OCCO4)c(CC)oc2cc1O | 0.1 | 3
38 | Cc1ccc(CCNCc2c(C(=O)O)n(Cc3ccccc3Cl)c3ccccc23)cc1 | 0.0 | -3
39 | COc1ccc(CCNC(=O)CSc2nc3ccccc3c(=O)n2CCCC(=O)NCc2cccc(Cl)c2)cc1OC | -0.1 | -4
40 | CCn1nnnc1SCC(=O)Nc1cccc(OC)c1 | 0.0 | 0
41 | COc1ccc(-c2noc(CN(C)Cc3ccc(C)cc3)n2)c(OC)c1OC | 0.2 | -1
42 | Cc1ccc2c(c1)cc(CN(Cc1cccs1)C(=O)c1cccs1)c1nnnn12 | 0.0 | 0
43 | Cc1ccc(-n2ncc3c(SCC(=O)NC(C)(C)C)ncnc32)c(C)c1 | -0.2 | -6
44 | COc1cc(-c2nc3ccccc3c(=O)n2NC(=O)Cc2ccccc2)cc(OC)c1OC | 0.0 | 16
45 | Cc1cc(C)c(Cc2c(C)nc3c(C(=O)NC4CCC(C)CC4)cnn3c2C)c(C)c1 (stereo not given) | -0.1 | 5

item | GPR151 ag | TEAD-YAP block
31 | -0.3 | -29
32 | 0.2 | -11
33 | -1.3 | -1
34 | 0.5 | -11
35 | -0.6 | -2
36 | -0.4 | 6
37 | 0.0 | -9
38 | 0.5 | -2
39 | -0.1 | 0
40 | -0.7 | -13
41 | 4.4 | -17
42 | 1.3 | 3
43 | 7.2* | 4
44 | -1.8 | 3
45 | -0.2 | 13

Compound profiles, as listed above. Values in the order: FBW7 activator | MITF inh | GPR151 ag | TEAD-YAP block
Profile of CCc1cc2c(=O)c(-c3ccc4c(c3)OCCO4)c(CC)oc2cc1O = 0.1 | 3 | 0.0 | -9
Profile of Cc1ccc(CCNCc2c(C(=O)O)n(Cc3ccccc3Cl)c3ccccc23)cc1 = 0.0 | -3 | 0.5 | -2
Profile of COc1ccc(CCNC(=O)CSc2nc3ccccc3c(=O)n2CCCC(=O)NCc2cccc(Cl)c2)cc1OC = -0.1 | -4 | -0.1 | 0

More entries follow.
item | structure | FBW7 activator | MITF inh
46 | O=C1c2cccc3c(Br)ccc(c23)N1S(=O)(=O)c1ccccc1 | 0.1 | -2
47 | CCOc1ccc2cc(C3CC(c4ccco4)=NN3S(C)(=O)=O)c(=O)[nH]c2c1 (stereo not given) | -0.3 | -8
48 | COC(=O)/C(C#N)=C(/Nc1ccc(F)c(Cl)c1)C(F)(F)F | -0.1 | -1
49 | CCC1C(=O)C(C)(C)C(=O)OC1c1ccc(Cl)cc1Cl (stereo not given) | -0.2 | 18
50 | O=C1C(=Cc2ccc(O)c([N+](=O)[O-])c2)C(=O)c2ccccc21 | 0.0 | 11
51 | CC1(C)C(C#N)=C(S)NC(=O)C1C#N (stereo not given) | -0.1 | 0
52 | COc1ccc(CCNc2nc(-c3csc4ccccc34)nc3c2ncn3C(C)C)cc1 | 0.1 | 11
53 | Cc1c(C(=O)N(C)Cc2ccccc2)sc2ncnc(N3CCN(c4ccccc4)CC3)c12 | -0.6 | -2
54 | CC(C(=O)N1CCC2(CC1)NC(=O)c1ccccc1O2)c1n[nH]c(=O)c2ccccc12 (stereo not given) | 0.2 | -1
55 | CN1C(=O)C(=O)/C(=C(\O)c2ccccc2)C1c1ccc(I)cc1 (stereo not given) | 0.2 | -4
56 | Cc1cccc(C)c1NC(=O)C(c1cccc([N+](=O)[O-])c1)N(C)C(=O)c1ccccn1 (stereo not given) | 0.4 | 10
57 | COc1ccc(C(=O)Nc2cccc(Cl)c2C)cc1OC | -0.3 | 2
58 | CCC(NC(=O)c1cc(COc2ccc(C)nc2)on1)c1ccc(C)cc1 (stereo not given) | 0.0 | 12
59 | COc1ccc(CN2CCN(C3CCN(c4ccccc4)CC3)CC2CCO)c(F)c1 (stereo not given) | 0.0 | 2
60 | COc1ccccc1OCCOc1ccc(/C=C2/C(=N)N3N=C(CC(C)C)SC3=NC2=O)cc1 | -0.1 | 6

item | GPR151 ag | TEAD-YAP block
46 | 2.8 | 15
47 | 0.0 | -3
48 | 0.2 | -2
49 | -0.8 | 7
50 | 2.9 | 12
51 | 1.9 | 2
52 | 1.2 | -4
53 | 1.0 | 9
54 | 1.3 | 4
55 | -0.6 | -10
56 | -0.5 | 11
57 | 0.8 | -21
58 | 0.8 | 5
59 | 0.2 | 2
60 | 0.1 | 9

Further structures:
item | structure | FBW7 activator | MITF inh
61 | CC(C)Oc1ccc(C(=O)N(Cc2cccs2)C2CCS(=O)(=O)C2)cc1 (stereo not given) | -0.1 | -3
62 | O=C(Cn1cccc1C(=O)c1ccccc1)NC1CCCC1 | 0.0 | 5
63 | COc1ccc(CC2(CO)CCN(Cc3ccncc3)CC2)cc1 | 0.2 | 11
64 | Cc1ccc2c(Cn3cnc4cc([N+](=O)[O-])ccc4c3=O)cc(=O)oc2c1 | -0.2 | 0
65 | CCCNC(=O)c1cc(-c2ccccc2)nc2ccccc12 | 0.1 | 5
66 | Cc1cc(C)c(C2=NC(c3ccccc3)(c3ccccc3)c3ccccc3N2)c(=O)[nH]1 | -0.1 | 6
67 | CCOc1ccccc1CN1CCN(Cc2cccc(C)n2)CC1CCO (stereo not given) | 0.1 | 10
68 | CC1=C(C#N)C(c2cccc(I)c2)C2=C(CCCC2=O)N1 (stereo not given) | 0.0 | -5
69 | O=C(COc1cc(F)ccc1[N+](=O)[O-])c1ccc2c(c1)OCO2 | -0.1 | 7
70 | COc1ccc(Br)cc1C1SCCN1S(=O)(=O)c1cccc(C)c1 (stereo not given) | 0.2 | 1
71 | CCN(CCCNC(=O)CCn1c(=O)[nH]c2ccccc2c1=O)c1ccccc1 | -0.1 | 18
72 | CC(=O)Nc1ccc(NS(=O)(=O)c2ccc(C)cc2[N+](=O)[O-])cc1 | 0.0 | 11
73 | O=C1CC(N2CCN(Cc3ccc4c(c3)OCO4)CC2)C(=O)N1c1ccc(Cl)cc1 (stereo not given) | 0.1 | 3
74 | Cc1ccc(C)c(N(CC(=O)NC2CCCC2)C(=O)CCC(=O)Nc2nccs2)c1 | 0.1 | -7
75 | O=C(CCn1nc(-c2ccccc2)ccc1=O)NCc1ccc(F)cc1 | 0.5 | -2

item | GPR151 ag | TEAD-YAP block
61 | 0.2 | -10
62 | -0.3 | 2
63 | -0.6 | 3
64 | 0.4 | 4
65 | -0.3 | 18
66 | 1.1 | -1
67 | 0.0 | -4
68 | 0.3 | 6
69 | 0.9 | 1
70 | -1.0 | -6
71 | 1.0 | 2
72 | -0.4 | 8
73 | 0.9 | -3
74 | 0.3 | 5
75 | -0.7 | 7

Continued:
item | structure | FBW7 activator | MITF inh
76 | CSc1ccc(CN2CCN(CC=C(C)C)C(CCO)C2)cc1 (stereo not given) | -0.1 | 5
77 | CCOc1ccccc1CNC(=O)CN(C)c1nnc(N2CCCC2=O)s1 | 0.3 | -19
78 | COc1ccccc1C(=O)Nc1ccnn1C1CCN(CC2CC=CCC2)CC1 (stereo not given) | 0.0 | 11
79 | O=S(=O)(Nc1cccc(-c2ccc3nncn3n2)c1)c1ccc(Cl)s1 | 0.3 | -11

item | GPR151 ag | TEAD-YAP block
76 | 0.8 | 0
77 | 0.6 | -5
78 | 1.4 | -12
79 | -0.2 | -8

A few values from above.
For FBW7 activator, #78 has the entry 0.0
For GPR151 ag, #76 has the entry 0.8

Source: PubChem BioAssay (The Scripps Research Institute Molecular Screening Center)
